TGFb SMAD3 inh: blocks TGF-b signaling; HepG2 CAGA-GFP TGF-b/SMAD3 reporter, GFP fluorescence, 18 h; TGF-beta stimulated, 500 pg/mL final; Potency, µM (titrated, usually from 46.1 µM), without a hit: top-dose activity, negative = inhibition, usual class: inhibitors; actives 1.2% (n = 410,000); also: % is scaled to controls: 0 for no effect and ±100 for the full control effect; nearly all actives have a fitted effect of over 65% in size
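First, reporter cells (HEPG2 CAGA-GFP) rested 2 h at 37 degrees C. Next, compounds were pinned in and TGF-beta added to 500 pg/mL final. After 18 h, GFP was imaged per cell and summed per well.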
Nrf2 activator: activators of Nrf2 (ARE) signaling. actives 0.31% (n = 410,000). Potency, µM (titrated, usually from 46.1 µM), inactives show at the highest dose activation, hits mostly activators. AREc32 ARE-luciferase reporter (MCF7-derived line), luminescence, 24 h; also: % of control where 0% means no effect; nearly all actives have a fitted effect of over 65% in size
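Each well held 1000 AREc32 cells, which were incubated with compound for 24 hr at 37 deg C after overnight attachment, and ARE reporter activity was quantified by firefly luciferase luminescence.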
EPAC2 antagonist: EPAC2 (human) antagonism; Q8WZA2; EPAC2 GEF exchange of Rap1B-BODIPY-GDP, fluorescence; Potency, µM (top dose mostly 114 µM), for the others: at the top dose activity, negative = inhibition, actives largely listed as inhibitors; actives 0.18% (n = 360,000); AID 720708; also: % is scaled to controls: 0 for no effect and ±100 for the full control effect; nearly all actives have a fitted effect of over 45% in size; many of its hits are not listed in these tables
Target sequence (Q8WZA2 whole entry, looked up): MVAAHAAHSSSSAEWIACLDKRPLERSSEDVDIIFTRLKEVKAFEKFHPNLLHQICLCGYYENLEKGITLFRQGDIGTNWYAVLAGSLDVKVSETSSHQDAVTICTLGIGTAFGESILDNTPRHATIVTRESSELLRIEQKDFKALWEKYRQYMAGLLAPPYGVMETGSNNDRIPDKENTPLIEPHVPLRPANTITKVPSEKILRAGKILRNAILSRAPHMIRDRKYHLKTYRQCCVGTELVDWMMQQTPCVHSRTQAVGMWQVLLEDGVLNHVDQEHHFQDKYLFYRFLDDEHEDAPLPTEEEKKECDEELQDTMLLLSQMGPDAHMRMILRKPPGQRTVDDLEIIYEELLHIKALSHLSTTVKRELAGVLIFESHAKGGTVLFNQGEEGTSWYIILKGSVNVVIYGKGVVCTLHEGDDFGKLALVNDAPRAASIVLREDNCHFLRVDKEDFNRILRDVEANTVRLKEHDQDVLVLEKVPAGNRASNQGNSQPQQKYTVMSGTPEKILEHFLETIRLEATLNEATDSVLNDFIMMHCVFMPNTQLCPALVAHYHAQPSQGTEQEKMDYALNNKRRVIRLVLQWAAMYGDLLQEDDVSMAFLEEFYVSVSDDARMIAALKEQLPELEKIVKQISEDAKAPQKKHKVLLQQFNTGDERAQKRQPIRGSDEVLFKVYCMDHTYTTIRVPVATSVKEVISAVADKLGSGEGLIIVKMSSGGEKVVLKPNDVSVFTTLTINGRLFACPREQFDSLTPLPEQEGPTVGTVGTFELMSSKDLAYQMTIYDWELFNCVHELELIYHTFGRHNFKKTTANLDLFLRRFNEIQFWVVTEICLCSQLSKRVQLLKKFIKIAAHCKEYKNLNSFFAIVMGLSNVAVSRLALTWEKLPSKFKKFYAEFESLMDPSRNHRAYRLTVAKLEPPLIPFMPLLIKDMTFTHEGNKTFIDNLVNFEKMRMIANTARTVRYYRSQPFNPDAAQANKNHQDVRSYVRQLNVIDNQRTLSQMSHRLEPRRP
A549 viability: kills or reduces viability of A549 cells in Nrf2 counter-screen; A549 ARE-Fluc cells, CellTiter-Fluor viability, 18-24 h; Potency, µM (highest dose often 46 µM), for the others: at the highest dose activity change, negative = cytotoxicity, hits mostly inhibitors; actives 0.16% (n = 390,000); also: % is scaled to controls: 0 for no effect and ±100 for the full control effect
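A549 ARE_Fluc cells in 5% FBS OPTI-MEM were exposed to compounds in concentration-response for 18-24 h at 37 deg C. Viability was read by CellTiter-Fluor fluorescence (Ex 405/Em 525) after 30 min, before the luciferase read.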
ATXN2 expr inh: ATXN2 expression inhibition | Potency, µM (doses to about 57 µM), for inactives: at the highest dose activity change, negative = inhibition, actives largely listed as inhibitors | AID 1745845 | actives 0.72% (n = 360,000) | HEK-293 ATXN2-luciferase reporter, luminescence, 24 h; also: % is scaled to controls: 0 for no effect and ±100 for the full control effect; nearly all actives have a fitted effect of over 55% in size
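qHTS (up to 57 uM final) was run with 24 h compound exposure of reporter cells at 37 °C. Each well was multiplexed: SteadyGlo luminescence measured ATXN2-luciferase expression after a fluorogenic Gly-Phe-AFC viability readout (25 uM final).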
HepG2 tox: counter-screen for TGF-b inhibitors: cytotoxicity in HepG2 cells; HepG2 CAGA-GFP viability, ATP luminescence, 18 h; Potency, µM (series often up to 46.1 µM), without a hit: top-dose activity change, negative = cytotoxicity, hits mostly cytotoxic; actives 0.76% (n = 410,000); AID 588856; also: some results filed as inactive show a strong effect at the top dose
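CellTiter-Glo luminescence gave cytotoxicity after 18 hours at 37 degrees C. The cells were HepG2 CAGA-GFP in 1% FBS DMEM, stimulated with 500 pg/mL TGF-beta after compound addition. %Activity was normalised to no-cell wells (complete cell-killing) and DMSO (no toxicity), and curves were fitted and classified.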
S2 tox: cell viability loss in ATXN counter-screen; S2 cells (HEK-293 line with an ATXN2-luciferase reporter) viability, CellTiter-Fluor protease fluorescence, 24 h; Potency, µM (titrated, usually from 56.7 µM), actives largely listed as cytotoxic; actives 0.49% (n = 400,000); also: nearly all actives have a fitted effect of over 40% in size
Nrf2 inh: Nrf2 pathway inhibition; Potency, µM (top dose mostly 46 µM), for the others: top-dose activity change, negative = inhibition, actives largely listed as inhibitors; A549 ARE-Fluc reporter, luciferase luminescence, 18-24 h; actives 2.1% (n = 360,000); AID 504444; also: % is scaled to controls: 0 for no effect and ±100 for the full control effect; nearly all actives have a fitted effect of over 60% in size
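Concentration-response testing used A549 ARE_Fluc cells at 5000 cells/well. Following an 18-24 h compound incubation, viability was read by fluorescence (Ex 405/Em 525) and luciferase output by luminescence.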
MCF10A rereplic: inducers of DNA re-replication in MCF 10A breast cells | MCF 10A DNA re-replication, Hoechst nuclear intensity, 48 h | actives 2.9% (n = 350,000) | Potency, µM (doses to about 46.1 µM), without a hit: top-dose activity, positive = re-replication, actives largely listed as activators; also: % of control where 0% means no effect; nearly all actives have a fitted effect of over 50% in size
* hit, by the source's call; i = inactive; ? = inconclusive; . = no result given; & = joins results of further samples; [ ] = another dose, or the depositor's remark. Calls follow the shape of the dose curve; as a rule, active = well fitted curve in the direction sought with a large enough effect; inconclusive = small, poorly fitted or top-dose-only effect, or another doubt; inactive = no such curve, though single readings can be large; an effect the other way counts as inactive or inconclusive. Potency is read from the fitted curve at half-maximal effect.

Below each SMILES – Nrf2 activator, EPAC2 antagonist, HepG2 tox, MCF10A rereplic, S2 tox, Nrf2 inh, TGFb SMAD3 inh, A549 viability, ATXN2 expr inh
1: Cc1ccc(SCC(=O)N2CCc3ccccc32)cc1
  3.9%, 1%, -14%, 11%, i, 107%, 10%, 22%, 64%[activator]
2: COc1ccc(CCNc2nnc(C)c(=O)[nH]2)cc1OC
  -0.8%, -3%, 17%, 7%, i, 2%, ?, 0%, 1%
3: O=C1COc2ccccc2N1Cc1c(F)cccc1Cl
  0.0%, ?, -6%, 23µM*, i, 2%, -1%, 8%, .
4: CCC(C)NC(=O)C1CCN(S(=O)(=O)c2cc([N+](=O)[O-])ccc2Cl)CC1 (configuration not stated)
  6.7%, 16%, -3%, 16%, i, -28%, -13%, 12%, .
5: Cc1ccc(C(=O)NNC(=O)c2ccc(S(=O)(=O)N3CCCCC3)cc2)cc1
  1.0%, -5%, -15%, ?, i, ?, 20%, 4%, -12%
6: N#CCCN1CCN(S(=O)(=O)c2ccc(C3CCCCC3)cc2)CC1
  2.6%, -6%, 1%, -8%, i, -23%, ?, 1%, -12%
7: COc1ccc(-c2noc(CCC(=O)N3CCN(c4cccc(Cl)c4)CC3)n2)cc1
  3.6%, -19%, -16%, -6%, ?, -25%, 6%, -8%, ?
8: Cc1ccc(C2(C)NC(=O)N(CC(=O)N3CCc4ccccc43)C2=O)cc1 (configuration not stated)
  -0.1%, -5%, -18%, 4%, i, 2%, -20%, 6%, -8%
9: COc1ccc(N2CCN(C(c3cccs3)c3nnnn3C3CCCC3)CC2)cc1 (configuration not stated)
  0.0%, 2%, -23%, 21%, i, -9%, -20%, -14%, -11%
10: CCC(C)NC(=O)c1cn(CC)c2ccc(S(=O)(=O)N3CCCCC3)cc2c1=O (configuration not stated)
  0.1%&-0.6%, -2%, -31%&-16%, 11%, i, ?, -13%&-3%, -2%&7%, -7%&-14%
11: O=C(c1nc(-c2ccccc2)n(-c2ccccc2)n1)N1CCCCCC1
  -0.7%, 6%, 0%, ?, i, ?, -6%, -8%, 78%[activator]
12: CCOc1ccc(S(=O)(=O)N2CCC(C(=O)N3CCN(C)CC3)CC2)cc1Cl
  0.2%, 3%, 23%, -3%, i, 0%, -3%, -1%, 1%
13: Cc1ccc(/C=C/C(=O)Nc2nc3ccccc3[nH]2)cc1
  11%, -2%, -35%, 15%, ?, ?, -9%, 1%, -27%
14: CCc1nc(OCCN(C)C)c2oc3ccccc3c2n1
  3.2%, 4%, 0%, -1%, i, 3%, -19%, 1%, 14%
15: O=C(CCN1CCCCCC1)Nc1ccc(F)cc1
  -0.1%, 4%, -30%, -2%, i, -5%, 8%, 1%, 6%
16: CC(C)C(=O)NC(=S)Nc1ccccc1N1CCN(C(=O)c2ccc(Cl)cc2)CC1
  -0.3%, -2%, -47%, 2%, i, -8%, -24%, 1%, -18%
17: O=[N+]([O-])c1ccc2nn(Cc3ccccc3)cc2c1
  0.7%, 4%, 1%, 1%, ?, -7%, 1%, -2%, .
18: CCCCN(C(=O)C1CC(=O)N(c2ccc(CC)cc2)C1)c1c(N)n(CCC)c(=O)[nH]c1=O (configuration not stated)
  0.0%, 18%, -23%, 8%, i, 5%, -16%, -2%, -1%
19: COc1ccc(/C=C2/NC(=O)N(Cc3ccccc3F)C2=O)cc1OC
  4.3%, -15%, -21%, -2%, i, -46%, 7%, -14%, .
20: Cc1ccc2c(CN3CCC(C)CC3)cc(=O)oc2c1
  0.8%, -4%, -13%, -5%, i, ?, 1%, -3%, 52%[activator]
21: CSc1cccc(NC(=O)c2cc(S(=O)(=O)N3CCc4ccccc43)cn2C)c1
  0.5%, 7%, -28%, 14%, i, ?, -3%, -1%, -13%
22: CC(C)Cc1nnc(NS(C)(=O)=O)s1
  -0.7%, 2%[57.1 µM], 19%, 4%, i, 19%, -3%, 0%, -4%

A draw from above in order of count of non-hydrogen atoms, smallest number first:
Below each SMILES – Nrf2 activator, EPAC2 antagonist, HepG2 tox, MCF10A rereplic, S2 tox, Nrf2 inh, TGFb SMAD3 inh, A549 viability, ATXN2 expr inh
22: CC(C)Cc1nnc(NS(C)(=O)=O)s1
  -0.7%, 2%[57.1 µM], 19%, 4%, i, 19%, -3%, 0%, -4%
15: O=C(CCN1CCCCCC1)Nc1ccc(F)cc1
  -0.1%, 4%, -30%, -2%, i, -5%, 8%, 1%, 6%
3: O=C1COc2ccccc2N1Cc1c(F)cccc1Cl
  0.0%, ?, -6%, 23µM*, i, 2%, -1%, 8%, .
14: CCc1nc(OCCN(C)C)c2oc3ccccc3c2n1
  3.2%, 4%, 0%, -1%, i, 3%, -19%, 1%, 14%
6: N#CCCN1CCN(S(=O)(=O)c2ccc(C3CCCCC3)cc2)CC1
  2.6%, -6%, 1%, -8%, i, -23%, ?, 1%, -12%
19: COc1ccc(/C=C2/NC(=O)N(Cc3ccccc3F)C2=O)cc1OC
  4.3%, -15%, -21%, -2%, i, -46%, 7%, -14%, .
8: Cc1ccc(C2(C)NC(=O)N(CC(=O)N3CCc4ccccc43)C2=O)cc1 (configuration not stated)
  -0.1%, -5%, -18%, 4%, i, 2%, -20%, 6%, -8%
5: Cc1ccc(C(=O)NNC(=O)c2ccc(S(=O)(=O)N3CCCCC3)cc2)cc1
  1.0%, -5%, -15%, ?, i, ?, 20%, 4%, -12%
10: CCC(C)NC(=O)c1cn(CC)c2ccc(S(=O)(=O)N3CCCCC3)cc2c1=O (configuration not stated)
  0.1%&-0.6%, -2%, -31%&-16%, 11%, i, ?, -13%&-3%, -2%&7%, -7%&-14%
16: CC(C)C(=O)NC(=S)Nc1ccccc1N1CCN(C(=O)c2ccc(Cl)cc2)CC1
  -0.3%, -2%, -47%, 2%, i, -8%, -24%, 1%, -18%
18: CCCCN(C(=O)C1CC(=O)N(c2ccc(CC)cc2)C1)c1c(N)n(CCC)c(=O)[nH]c1=O (configuration not stated)
  0.0%, 18%, -23%, 8%, i, 5%, -16%, -2%, -1%

Values in list order from the list:
A549 viability, nos. 19 to 22: -14%, -3%, -1%, 0%
Nrf2 activator, nos. 19 to 22: 4.3%, 0.8%, 0.5%, -0.7%
Nrf2 inh, nos. 19 to 22: -46%, ?, ?, 19%

Source: PubChem BioAssay

These rows are one share of the data (hit frequency here may not be typical).
